NR2F2 inh: blocks human COUP-TFII nuclear receptor; P24468; HEK293T NGFI-A luciferase reporter, luminescence; inhibition, % at 8.6 µM; 370,000 tested, 0.7% active; AID 686940;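 active means inhibition above a per-plate cutoff, mean inhibition of test wells between control levels plus 3 SD, cut at about 38% in these data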;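 further: cells cotransfected with COUP-TFII expression vector driving the NGFI-A reporter; 0% = median of COUP-TF2 test wells and 100% = reporter-only cells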
Target sequence (P24468 whole entry, looked up): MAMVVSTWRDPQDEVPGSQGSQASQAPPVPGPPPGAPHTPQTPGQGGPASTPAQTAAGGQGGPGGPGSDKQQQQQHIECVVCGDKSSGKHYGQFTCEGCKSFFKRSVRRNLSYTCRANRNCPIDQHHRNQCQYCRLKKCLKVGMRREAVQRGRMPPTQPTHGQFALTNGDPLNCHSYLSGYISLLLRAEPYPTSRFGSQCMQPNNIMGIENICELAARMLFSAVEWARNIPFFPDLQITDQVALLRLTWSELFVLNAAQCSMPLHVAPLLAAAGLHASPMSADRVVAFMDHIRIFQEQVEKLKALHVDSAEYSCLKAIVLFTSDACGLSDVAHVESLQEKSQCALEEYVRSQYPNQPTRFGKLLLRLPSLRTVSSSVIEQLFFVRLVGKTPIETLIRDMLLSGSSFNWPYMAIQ
NCOA2 inhibitor: human SRC2 (NCOA2) inhibition; HEK293 GAL4-SRC2 luciferase reporter, luminescence; inhibition, % at 9 µM; 370,000 tested, 0.17% active;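 active means inhibition above the mean inhibition of all tested compounds plus 3 SD, set per campaign, cut at about 52% in these data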;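 further: 0% = DMSO treated cells and 100% = cells given Gossypol at 36 µM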
An asterisk follows results filed as active.

Screening CCCCCCCCN1C(=O)[C@@H](CC(=O)NCc2cccs2)C[C@@]2(C(=O)OC)C1=C[C@H](C(C)(C)C)O[C@@H]2C returned NR2F2 inh -15 and NCOA2 inhibitor -35.
`COC(=O)c1cc(S(=O)(=O)N2CCN(C(=O)C3CCCO3)CC2)cn1C` (centres undefined) gave NR2F2 inh -3 and NCOA2 inhibitor 11.
C=CCN1C[C@@H](COCc2ccccc2)Oc2cc(F)ccc2S1(=O)=O was read as NR2F2 inh -3 and NCOA2 inhibitor 12.
`O=C(O)c1ccc(Cn2c(SCc3cc(=O)n4cc(Br)ccc4n3)nc3ccsc3c2=O)cc1` gave NR2F2 inh 7 and NCOA2 inhibitor -11.
`O=C(CSc1nnc(COc2ccccc2)n1-c1ccccc1)Nc1ccc2c(c1)OCO2` gave NR2F2 inh -6 and NCOA2 inhibitor 8.
COC(=O)C1=C(C)N(Cc2cccc(C(F)(F)F)c2)C(=NCc2ccccc2C(F)(F)F)NC1c1ccc(Cl)cc1 (centres undefined) was read as NR2F2 inh -3 and NCOA2 inhibitor 0.
`CC(=O)CC[C@H]1CC[C@]2(CCCN(S(=O)(=O)C3CCCCC3)C2)O1` gave NR2F2 inh 7 and NCOA2 inhibitor -27.
For COc1ccc(COC(=O)c2ccc3c(=O)n4c(nc3c2)CCC4)cc1F the results were NR2F2 inh 4 and NCOA2 inhibitor -15.
For C[C@H]1CCCN1c1ccc2c(c1)O[C@@H]1CCN(C1)S2(=O)=O the results were NR2F2 inh -25 and NCOA2 inhibitor -20.
C[C@H]1COc2cc(Br)ccc2S(=O)(=O)N1Cc1cn(Cc2ccc(Cl)cc2)nn1 was read as NR2F2 inh -12 and NCOA2 inhibitor 18.
Screening CCCCOCCCNC(=O)C[C@H]1C[C@@]2(C(=O)OC)C(=C[C@H](C(C)C)O[C@@H]2C2CC2)N(CCC2=CCCCC2)C1=O returned NR2F2 inh -6 and NCOA2 inhibitor 22.
For O=C1CCC2(CCC(c3ccc(Cl)cc3)CC2)N1CCO (centres undefined) the results were NR2F2 inh 21 and NCOA2 inhibitor 16.
For COC(=O)[C@H](CC(C)C)N(CCc1cn(Cc2ccccc2)nn1)S(=O)(=O)c1ccccc1Br the results were NR2F2 inh 6 and NCOA2 inhibitor 7.
For COCCNC(=O)c1c(N)[nH]c(C(=O)c2ccc(Br)cc2)c1-c1ccc(Br)cc1 the results were NR2F2 inh -9 and NCOA2 inhibitor -24.
Cc1cc(-c2n[nH]c(=S)n2N=Cc2cccc(Oc3ccccc3)c2)n[nH]1 was read as NR2F2 inh -6 and NCOA2 inhibitor -10.
Screening CC(C)CC(=O)c1c(O)cc(O)c2c1OC1=C(C(=O)C(C)(C)C(=O)C1(C)C)C2CC(C)C (centres undefined) returned NR2F2 inh -7 and NCOA2 inhibitor 12.
`COc1cc(C(=O)N2CCC(N3CCN(C)CC3)CC2)ccc1Nc1ncc2c(n1)N(C)c1ccccc1C(=O)N2C` gave NR2F2 inh -101 and NCOA2 inhibitor -100.
Screening CC(C)(C)S(=O)(=O)N1C[C@@H]2CC(=O)C=C2[C@H]1CCO returned NR2F2 inh -8 and NCOA2 inhibitor -9.
COc1ccc2oc(C(=O)c3ccccc3)c(N)c2c1 was read as NR2F2 inh -73 and NCOA2 inhibitor -71.
C[C@@H]1CCN(C2CC2)S(=O)(=O)c2c(cccc2N2CCC[C@@H]2C)O1 was read as NR2F2 inh 9 and NCOA2 inhibitor -8.

As a short view, part of the list above:
Screening CCCCCCCCN1C(=O)[C@@H](CC(=O)NCc2cccs2)C[C@@]2(C(=O)OC)C1=C[C@H](C(C)(C)C)O[C@@H]2C returned NR2F2 inh -15 and NCOA2 inhibitor -35.
`COC(=O)c1cc(S(=O)(=O)N2CCN(C(=O)C3CCCO3)CC2)cn1C` (centres undefined) gave NR2F2 inh -3 and NCOA2 inhibitor 11.
C=CCN1C[C@@H](COCc2ccccc2)Oc2cc(F)ccc2S1(=O)=O was read as NR2F2 inh -3 and NCOA2 inhibitor 12.
`O=C(O)c1ccc(Cn2c(SCc3cc(=O)n4cc(Br)ccc4n3)nc3ccsc3c2=O)cc1` gave NR2F2 inh 7 and NCOA2 inhibitor -11.
`O=C(CSc1nnc(COc2ccccc2)n1-c1ccccc1)Nc1ccc2c(c1)OCO2` gave NR2F2 inh -6 and NCOA2 inhibitor 8.
COC(=O)C1=C(C)N(Cc2cccc(C(F)(F)F)c2)C(=NCc2ccccc2C(F)(F)F)NC1c1ccc(Cl)cc1 (centres undefined) was read as NR2F2 inh -3 and NCOA2 inhibitor 0.
`CC(=O)CC[C@H]1CC[C@]2(CCCN(S(=O)(=O)C3CCCCC3)C2)O1` gave NR2F2 inh 7 and NCOA2 inhibitor -27.
For COc1ccc(COC(=O)c2ccc3c(=O)n4c(nc3c2)CCC4)cc1F the results were NR2F2 inh 4 and NCOA2 inhibitor -15.
For C[C@H]1CCCN1c1ccc2c(c1)O[C@@H]1CCN(C1)S2(=O)=O the results were NR2F2 inh -25 and NCOA2 inhibitor -20.

Other structures follow.
For C[C@@H]1ON(C)[C@H]2C[C@H]3c4cc(-c5cc6ccccc6o5)ccc4CCN3C[C@@H]12 the results were NR2F2 inh -32 and NCOA2 inhibitor -17.
Screening COC(=O)[C@@]12CCCCC3=C1N(CCC3)C(=O)[C@H]2CC(=O)NCCc1ccccc1OC returned NR2F2 inh 9 and NCOA2 inhibitor 1.
CCCC(=O)N1CCC[C@]2(CC[C@H](CCC#N)O2)C1 was read as NR2F2 inh 5 and NCOA2 inhibitor -14.
COC(=O)[C@]12C[C@H](CC(=O)N3CCOCC3)C(=O)N(Cc3ccco3)C1=C[C@H](C1CCCC1)O[C@@H]2C was read as NR2F2 inh -12 and NCOA2 inhibitor 1.
`CC(C)CNC(=O)OCc1cn(Cc2ccccc2C(F)(F)F)nn1` gave NR2F2 inh -2 and NCOA2 inhibitor -4.
CC(C)(C)N(NC(=O)NCCCl)C(=O)c1ccccc1Cl was read as NR2F2 inh -8 and NCOA2 inhibitor -7.
`CCOC(=O)[C@]12CCCCC/C=C\1N(Cc1ccc(OC)cc1)C(=O)[C@H]2CC(=O)NCCC(C)C` gave NR2F2 inh 1 and NCOA2 inhibitor -39.
For Cc1cccc(NC(=O)Nc2nc3ncccn3c2-c2ccccc2)c1 the results were NR2F2 inh 16 and NCOA2 inhibitor -24.
`O=C(C1=C(O)C(=O)N(CCCN2CCOCC2)C1c1ccc(Cl)cc1)c1cc2ccccc2o1` (centres undefined) gave NR2F2 inh 9 and NCOA2 inhibitor 1.
`CC(=O)N1CCN(c2ccc(NC(=S)NC(=O)/C=C/c3ccccc3)cc2)CC1` gave NR2F2 inh -14 and NCOA2 inhibitor 1.
Screening NC(=NCc1ccccc1)NC(=O)OCc1ccccc1 returned NR2F2 inh -20 and NCOA2 inhibitor -42.
COc1ccc(O[C@H]2C=C[C@@H](c3ccccc3)O[C@@H]2CO/N=C(\C)CCN2CCCCc3nc(C)c(C)cc32)cc1 was read as NR2F2 inh -2 and NCOA2 inhibitor -5.
Screening CCCCCN1CCCCC(NC(=O)C2CCCCC2)C1=O (centres undefined) returned NR2F2 inh 9 and NCOA2 inhibitor -1.
Screening CC1CCN(C(=O)c2ncn3c2C(=O)N[C@@H](C)C3)CC1 returned NR2F2 inh 8 and NCOA2 inhibitor -16.
COc1ccc(S[C@]2(C(=O)N3CCN(c4ncccn4)CC3)CC(=O)N(c3ccc4ccccc4c3)[C@@H]2c2ccc(OC)cc2)cc1 was read as NR2F2 inh 2 and NCOA2 inhibitor -17.
Screening COC(=O)[C@]12C[C@H](CC(=O)NCCc3ccccc3OC)C(=O)N(Cc3ccc(Cl)cc3Cl)C1=C[C@H](C1CCCC1)O[C@@H]2C returned NR2F2 inh 8 and NCOA2 inhibitor 3.
Screening COc1ccccc1C(=O)N1CCC2CCN(C(=O)OC(C)(C)C)C2C1 (centres undefined) returned NR2F2 inh -5 and NCOA2 inhibitor 3.
C=CCN1C(=O)[C@]2(OCCC=C[C@H]2C)c2cc(OC)ccc21 was read as NR2F2 inh -5 and NCOA2 inhibitor -3.
CCCCCCCCN1C(=O)[C@@H](CC(=O)NCc2ccccc2)C[C@@]2(C(=O)OC)C1=C[C@H](C1CCCC1)O[C@@H]2C was read as NR2F2 inh 2 and NCOA2 inhibitor -44.
`COc1cccc(C2NC(=S)N(Cc3ccccc3)C(C)=C2C(C)=O)c1` (centres undefined) gave NR2F2 inh 11 and NCOA2 inhibitor -8.
For C#CCNC(=O)C[C@H]1C[C@@]2(C(=O)OC)C(=C[C@H](COCc3ccccc3)O[C@@H]2C)N(CCC2=CCCCC2)C1=O the results were NR2F2 inh 7 and NCOA2 inhibitor -34.
`CCCCNC(=O)C[C@@H]1C(=O)N(CCc2ccc(Cl)cc2)/C2=C/CCCCC[C@@]21C(=O)OCC` gave NR2F2 inh 4 and NCOA2 inhibitor -25.
CCOc1ccc(C(=O)/C=C/Nc2ccc(S(=O)(=O)Nc3cc(C)nc(C)n3)cc2)cc1 was read as NR2F2 inh 0 and NCOA2 inhibitor -53.
Nc1ccc2cc3ccc(N)cc3nc2c1 was read as NR2F2 inh -64 and NCOA2 inhibitor inactive.
CCOC(=O)CNC(=O)CSc1nnc(-c2ccccc2)n1CC was read as NR2F2 inh 11 and NCOA2 inhibitor 0.
`CCCCCC[C@@H](CN(CCCC)S(C)(=O)=O)c1ccccc1` gave NR2F2 inh 0 and NCOA2 inhibitor 2.
`Cc1ccccc1CS(=O)(=O)Cc1ccc(C(=O)Nc2cccc(Cl)c2F)o1` gave NR2F2 inh 14 and NCOA2 inhibitor -7.
For CC(C)CN1C(=O)C[C@@]2(C(=O)N(C)c3ccc(NS(=O)(=O)C4CC4)cc32)C1c1ccccc1 (some centres undefined) the results were NR2F2 inh -12 and NCOA2 inhibitor 11.
CN(C(=O)c1cccc(NC(=O)Cc2ccc(NC(=O)C3CCCN(C(=O)c4ccccc4)C3)cc2)c1)C1CC1 (centres undefined) was read as NR2F2 inh 8 and NCOA2 inhibitor -2.
Screening COC(=O)C1=C(C)N(C)C(=NCc2ccccc2)NC1c1ccccc1 (centres undefined) returned NR2F2 inh -3 and NCOA2 inhibitor 4.
Screening C=CCN1[C@H](C)[C@H](c2ccccc2)Oc2cc(Br)ccc2S1(=O)=O returned NR2F2 inh -9 and NCOA2 inhibitor 22.
Screening COc1cc(C2C(S(=O)(=O)c3ccccc3)CON2C)ccc1OCc1ccc(F)cc1 (centres undefined) returned NR2F2 inh 18 and NCOA2 inhibitor -10.
For C[C@H](CO)N1C[C@H](C)[C@@H](CN(C)C(=O)Nc2ccc(C(C)(C)C)cc2)OCc2cn(nn2)CCCC1=O the results were NR2F2 inh 4 and NCOA2 inhibitor -3.
Screening CCOC(=O)[C@]12CCCC=C1N(CCCOC)C(=O)[C@@H]2CC(=O)N1CCCC1 returned NR2F2 inh -12 and NCOA2 inhibitor 26.
Screening Cc1ccc2c(c1)C(CS(=O)(=O)NCCc1ccccc1)NC2 (centres undefined) returned NR2F2 inh 2 and NCOA2 inhibitor -13.
Screening COC(=O)C1=C(C)N(Cc2cccc(C(F)(F)F)c2)C(=NCc2ccccc2)NC1c1ccc(Cl)cc1 (centres undefined) returned NR2F2 inh 12 and NCOA2 inhibitor 0.
`C[C@@H]1CN(C(=O)OC(C)(C)C)CCN1c1ccc(N2CCS(=O)(=O)CC2)c(C#N)c1` gave NR2F2 inh 5 and NCOA2 inhibitor 6.
COc1cc(-n2c(C)nc3cc(C(=O)N4CCCN(C(C)=O)CC4)ccc32)cc(OC)c1OC was read as NR2F2 inh 4 and NCOA2 inhibitor 10.
COc1ccc(Cn2cc(CN3[C@@H](CC(C)C)COc4cc(Br)ccc4S3(=O)=O)nn2)cc1 was read as NR2F2 inh 1 and NCOA2 inhibitor 10.
Screening COc1cc2c(cc1OC)[C@](C)(c1ccccc1)C[C@@H]2NCC=C(C)C returned NR2F2 inh -8 and NCOA2 inhibitor -20.
Cc1ccc(C(=O)N2CCC[C@@H]2C(=O)N2CCC[C@H]2C(=O)NCc2ccccc2)cc1C was read as NR2F2 inh 14 and NCOA2 inhibitor -24.
`CC1CCCCC1C(=O)N1CCC(Oc2cccnc2)CC1` (centres undefined) gave NR2F2 inh 26 and NCOA2 inhibitor 7.
Cn1c(SCC(=O)Nc2ccccc2-c2ccccc2)nnc1-c1ccccc1 was read as NR2F2 inh 10 and NCOA2 inhibitor 15.
Screening O=S1(=O)c2ccc(Br)cc2OC[C@H](Cc2ccccc2)N1Cc1cn(CCC2OCCCO2)nn1 returned NR2F2 inh 2 and NCOA2 inhibitor 15.
COc1cccc(Cn2cccc(NC(=O)Nc3cccc(C#N)c3)c2=O)c1 was read as NR2F2 inh -8 and NCOA2 inhibitor 8.
C=CCN1C(=O)[C@H](CC(=O)NCC23CC4CC(CC(C4)C2)C3)[C@@]2(C(=O)OCC)CCCC=C12 was read as NR2F2 inh 9 and NCOA2 inhibitor 15.
For CC1CCC2(CCC(=O)N2CCCOC(=O)Nc2cccc(C(F)(F)F)c2)CC1 (centres undefined) the results were NR2F2 inh -8 and NCOA2 inhibitor -41.
`Cc1nn(CCC(=O)NNC(=O)NCc2ccccc2)c(C)c1[N+](=O)[O-]` gave NR2F2 inh 3 and NCOA2 inhibitor 15.
For CN(CCOC(=O)c1cc2ccccc2o1)C1CN(Cc2cn(Cc3ccccc3F)nn2)S(=O)(=O)C1 (centres undefined) the results were NR2F2 inh -12 and NCOA2 inhibitor -3.
`COC/C=C/C1=CC2=CC(=O)C(C)(OC(=O)c3cnc4ccccc4n3)C(=O)C2=CN1c1ccccc1` (centres undefined) gave NR2F2 inh 7 and NCOA2 inhibitor -26.
For Cn1c(COc2ccccc2)nnc1SCC(=O)Nc1ccc(S(=O)(=O)Nc2nccs2)cc1 the results were NR2F2 inh 9 and NCOA2 inhibitor 1.
`O=S1(=O)CC(N2CCCC2)CN1` (centres undefined) gave NR2F2 inh -2 and NCOA2 inhibitor 18.
CCN(CC)C(=O)c1ccc2c(=O)n(Cc3cccc(Br)c3)c(=S)[nH]c2c1 was read as NR2F2 inh 14 and NCOA2 inhibitor 1.

This is a subset. The share of hits here may be higher or lower than overall.
